LMPTP block: LMPTP (human) inhibition. recombinant LMPTP-A, OMFP fluorogenic substrate, fluorescence intensity. 360,000 compounds, 0.22% hits. inhibition, % at 20 µM. P24666;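 active = compounds that cut the enzyme signal by at least half of the control window in the single-dose screen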;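 note: plate controls were DMSO wells with enzyme plus substrate for no effect and substrate without enzyme for full effect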
Target sequence (P24666 whole entry, looked up): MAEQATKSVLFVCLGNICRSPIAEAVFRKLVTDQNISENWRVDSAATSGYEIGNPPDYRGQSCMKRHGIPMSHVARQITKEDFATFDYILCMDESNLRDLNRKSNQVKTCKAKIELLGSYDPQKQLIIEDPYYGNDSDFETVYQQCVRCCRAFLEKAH
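Test system – LMPTP-A enzyme · Amount – LMPTP-A at 0.625 nM final in the reaction · Buffer or medium – Bis-Tris pH 6.0, DTT, detergent · Reagent – OMFP 400 µM · Doses – single 20 µM dose · Schedule – reaction 50 min, room temperature, dark · Detection – fluorescence intensity of OMFP turnover product · Evaluation – percent inhibition versus substrate-only and uninhibited controls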
CSN inh: CSN deneddylation inhibition; Q92905; Purified CSN, SCF-Nedd8-OG deneddylation, fluorescence polarization; inhibition, % at 12.5 µM; 360,000 compounds, 0.38% hits; AID 651999;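 active = pattern-corrected inhibition above about 35%, with an unprinted fluorescence ratio check between 0.5 and 1.5, limit read from the data, passing the limit was not always enough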;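 note: 0% = enzyme with substrate and 100% = substrate without enzyme; some results filed as inactive read as strong as hits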
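test system = HEK293T-derived human Csn5 enzyme | amount = 0.24 nM Csn5 enzyme, final concentration | medium = Tris/NaCl/DTT buffer, pH 7.5 | schedule = 90 min reaction at room temperature | signal = FP | evaluation = inhibition of Csn5 cleavage, % | compound dosing = single dose of 12.5 µM compound with 0.25% DMSO | probe or stimulus = 10 nM SCFSkp2-Nedd8OG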
NadD inh: inhibitors of Staphylococcus aureus NadD; purified NadD enzyme, colorimetric absorbance read-out; inhibition, % at 20 µM; 360,000 compounds, 0.78% hits; AID 602399; in the data active = inhibition above about 26%; note: some compounds past the cut are filed as inactive
MsrA inhibitor: inhibitors of bovine MsrA; purified bovine MsrA, absorbance read-out; inhibition, % at 15.5 µM; 360,000 compounds, 0.75% hits; AID 651718; in the data active = inhibition above about 4.5%;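 note: 0% = vehicle wells with enzyme and 100% = reference inhibitor wells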
STEP block: inhibitors of human striatal-enriched phosphatase STEP; P54829; recombinant STEP, OMFP fluorogenic substrate, fluorescence; inhibition, % at 20 µM; 360,000 compounds, 0.25% hits;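 active = inhibition at 20 µM, scaled per plate between control wells, above about 37%, limit read from the data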;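 note: 0% = DMSO with enzyme and substrate and 100% = substrate only without enzyme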
Target sequence (P54829 whole entry, looked up): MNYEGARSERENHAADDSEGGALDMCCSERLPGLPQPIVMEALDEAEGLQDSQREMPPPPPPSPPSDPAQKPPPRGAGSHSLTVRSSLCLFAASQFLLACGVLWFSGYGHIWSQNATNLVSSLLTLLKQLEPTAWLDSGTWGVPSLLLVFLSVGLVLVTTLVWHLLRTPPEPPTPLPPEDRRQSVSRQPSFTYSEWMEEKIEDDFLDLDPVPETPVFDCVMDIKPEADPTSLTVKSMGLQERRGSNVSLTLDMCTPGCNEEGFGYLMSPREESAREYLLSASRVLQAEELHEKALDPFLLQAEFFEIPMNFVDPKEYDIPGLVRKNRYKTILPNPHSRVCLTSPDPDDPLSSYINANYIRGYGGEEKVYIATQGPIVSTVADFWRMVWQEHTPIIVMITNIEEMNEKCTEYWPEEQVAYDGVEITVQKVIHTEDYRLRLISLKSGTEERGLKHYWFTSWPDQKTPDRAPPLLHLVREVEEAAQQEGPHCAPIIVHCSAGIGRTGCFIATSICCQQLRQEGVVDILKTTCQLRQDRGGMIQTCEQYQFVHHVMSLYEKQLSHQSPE
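System: STEP phosphatase, cell-free reaction; Buffer or medium: Bis-Tris pH 6.0 buffer with DTT, detergent; Incubation: 20 min at room temperature, dark; Measured by: fluorescence, 480/540 nm.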
TbMetRS inhib: Trypanosoma brucei MetRS inhibition; AID 624268; purified T. brucei MetRS, ATP depletion, Kinase-Glo luminescence; 360,000 compounds, 0.4% hits; inhibition, % at 11.9 µM;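 active = inhibition above a per-plate cutoff of the control wells' mean inhibition plus 3 SD, cut at about 5.5% in these data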;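 note: 0% = DMSO wells median and 100% = median of wells with control inhibitor compound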
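Material: parasite MetRS enzyme / Replication: singlicate, one well per compound / Signal: luminescence of leftover ATP / Schedule: 2 h aminoacylation at 25 °C after 15 min preincubation / Medium: HEPES-MgCl2-KCl buffer plus DTT, spermine, BSA, pyrophosphatase / Doses: 11.9 µM single point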
DNMT1 inh: DNMT1 (human) enzyme inhibition | 360,000 compounds, 0.83% hits | inhibition (reported as % activation of signal), % at 10 µM | DNMT1 molecular beacon, Hinp1I cleavage, fluorescence | P26358; in the data active = inhibition above about 50%
Rpn11 inh: blocks the human proteasome subunit Rpn11; O00487; human 26S proteasome, Ub4-pepOG fluorescence polarization; 20S core pre-blocked with epoxomicin; calls only at 20 µM; 360,000 compounds, 0.59% hits;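 active = inhibition at 20 µM, scaled to each plate's controls, above about 33%, limit read from the data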
Scp1 inh: inhibitors of human Scp-1 phosphatase; Q9GZU7; Recombinant Scp1, phosphopeptide, malachite green phosphate absorbance; inhibition, % at 20 µM; 340,000 compounds, 0.88% hits; AID 493091;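 active = inhibition above about 50% at 20 µM, limit read from the data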;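 note: plate controls were DMSO wells with enzyme for no effect and wells lacking enzyme for full effect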
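Test system – truncated SCP-1 phosphatase (76-261aa) · Reagent – Phosphorylated 17-residue peptide substrate · Incubation – 45 min room-temperature reaction, 5 min colour, 30 min stabiliser · Detection – colorimetric phosphate reagent with accelerator and stabiliser, absorbance at 630 nm · Measure – % inhibition at 20 µM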
SUMO1-SIM PPI: alters human SUMO1 binding to SIM partners. SUMO1 binding to a labelled peptide, TR-FRET, 1 h. AID 602429. inhibition, % at 20 µM. 360,000 compounds, 0.33% hits; in the data active = inhibition above about 37%
Target sequence (P63165 whole entry, looked up): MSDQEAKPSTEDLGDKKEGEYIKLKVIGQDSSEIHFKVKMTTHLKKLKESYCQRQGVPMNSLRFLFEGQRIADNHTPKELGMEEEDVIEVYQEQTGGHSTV
Active calls of the source: *.

COc1ccc(NC(=O)C2Cc3c(-c4cccc(F)c4)ccnc3O2)cc1 (configuration not stated) was read as LMPTP block -1.3, CSN inh 2, NadD inh -3, MsrA inhibitor -0.6, STEP block -2, TbMetRS inhib -0.2, DNMT1 inh -4, Rpn11 inh inactive and SUMO1-SIM PPI 1.
CC(C)(C)C(=O)Nc1ccc(NC(=O)c2ccco2)nc1 was read as LMPTP block -1.0, CSN inh -1, NadD inh -1, MsrA inhibitor 1.6, STEP block -1, TbMetRS inhib -0.6, DNMT1 inh 5, Rpn11 inh inactive, Scp1 inh -7 and SUMO1-SIM PPI 3.
Cc1ccc(S(=O)(=O)N2CCN(C(=O)COC(=O)c3ccc([N+](=O)[O-])o3)CC2)c(C)c1 was read as LMPTP block -1.2, CSN inh 1, NadD inh 2, MsrA inhibitor 1.3, STEP block -4, TbMetRS inhib -0.4, DNMT1 inh -5, Rpn11 inh inactive, Scp1 inh 10 and SUMO1-SIM PPI -25.
For CC(C)NS(=O)(=O)c1ccc(OCC(=O)Nc2ccccc2F)cc1 the results were LMPTP block -1.0, CSN inh -2, NadD inh 4, MsrA inhibitor 0.3, STEP block -1, TbMetRS inhib -0.1, DNMT1 inh 3, Rpn11 inh inactive, Scp1 inh -3 and SUMO1-SIM PPI -5.
Screening O=C(Nc1ccccc1N1CCOCC1)c1ccc(F)c(S(=O)(=O)N2CCOCC2)c1 returned LMPTP block 0.3, CSN inh 2, NadD inh -8, MsrA inhibitor -0.6, STEP block 1, TbMetRS inhib -0.3, DNMT1 inh -3, Rpn11 inh inactive, Scp1 inh -5 and SUMO1-SIM PPI 8.
Screening Cc1cccc(NC(=S)N(Cc2ccc(Cl)cc2)Cc2ccc(C(=O)O)cc2)c1 returned LMPTP block -0.8, CSN inh -6, NadD inh 0, MsrA inhibitor -0.8, STEP block 1, TbMetRS inhib 0.0, DNMT1 inh 0, Rpn11 inh inactive, Scp1 inh -9 and SUMO1-SIM PPI 2.
For Cc1ccccc1Nc1nc(N)nc(COC(=O)c2ccc(O)cc2)n1 the results were LMPTP block -0.8, CSN inh -9, NadD inh -4, MsrA inhibitor 0.0, STEP block -3, TbMetRS inhib -0.4, DNMT1 inh -9, Rpn11 inh inactive, Scp1 inh -1 and SUMO1-SIM PPI 3.
Screening c1ccc(-c2ccccc2OCCN2CCCC2)cc1 returned LMPTP block -6.0, CSN inh -4, NadD inh -3, MsrA inhibitor -0.2, STEP block -2, TbMetRS inhib -0.6, DNMT1 inh 4, Rpn11 inh inactive, Scp1 inh -3 and SUMO1-SIM PPI 1.
`O=c1c2ccccc2nnn1-c1ccccc1` gave LMPTP block -1.4, CSN inh 0, NadD inh -6, MsrA inhibitor 0.2, STEP block 0, TbMetRS inhib -0.5, DNMT1 inh -3, Rpn11 inh inactive, Scp1 inh 5 and SUMO1-SIM PPI -20.
Clc1ccc(Nc2ccc3ccccc3n2)cc1 was read as LMPTP block 4.9, CSN inh 1, NadD inh -9, MsrA inhibitor 0.3, STEP block -2, TbMetRS inhib 0.2, DNMT1 inh -4, Rpn11 inh inactive, Scp1 inh 5 and SUMO1-SIM PPI 0.
For Cc1cc(C(=O)NNC(=O)c2ccc(F)cc2)c(C)s1 the results were LMPTP block 1.5, CSN inh 3, NadD inh 1, MsrA inhibitor -0.1, STEP block 2, TbMetRS inhib -0.6, DNMT1 inh 2, Rpn11 inh inactive, Scp1 inh 5 and SUMO1-SIM PPI 3.
Screening CSc1nc(N2CCOCC2)c2c(c1C#N)CC(C(C)C)OC2 (configuration not stated) returned LMPTP block 2.4, CSN inh -6, NadD inh -9, MsrA inhibitor 0.5, STEP block 0, TbMetRS inhib -0.5, DNMT1 inh 2, Rpn11 inh inactive, Scp1 inh -16 and SUMO1-SIM PPI -1.
`CC(C)(C)n1ncc2c(=O)n(Cc3c(Cl)cccc3Br)cnc21` gave LMPTP block 0.4, CSN inh -6, NadD inh -6, MsrA inhibitor 2.9, STEP block 1, TbMetRS inhib -0.4, DNMT1 inh 2, Rpn11 inh inactive, Scp1 inh -11 and SUMO1-SIM PPI 6.
`CCCCCCN1C=CC(=C/C=C(\C#N)C(=O)OCC)C=C1` gave LMPTP block 12, CSN inh 56, NadD inh 2, MsrA inhibitor 0.3, STEP block -19, TbMetRS inhib -0.5, DNMT1 inh 18, Scp1 inh -11 and SUMO1-SIM PPI -54.
Screening CCOc1ccc(-c2cc(C(=O)NCc3cc(C(F)(F)F)cc(C(F)(F)F)c3)[nH]n2)c(C)c1 returned LMPTP block 1.6, CSN inh 2, NadD inh 8, MsrA inhibitor -0.3, STEP block 1, TbMetRS inhib -0.3, DNMT1 inh 10, Rpn11 inh inactive and SUMO1-SIM PPI 10.
NC(=O)Cn1c2[n+](c3ccccc31)CC(O)CS2 (configuration not stated) was read as LMPTP block -3.9, CSN inh -4, NadD inh -7, MsrA inhibitor 0.3, STEP block 2, TbMetRS inhib 0.0, DNMT1 inh 0, Rpn11 inh inactive, Scp1 inh -18 and SUMO1-SIM PPI -4.
Screening Cc1ccccc1C(=O)NCCNC(=O)c1ccco1 returned LMPTP block 1.4, CSN inh 2, NadD inh -3, MsrA inhibitor -0.8, STEP block 1, TbMetRS inhib -0.3, DNMT1 inh 0, Rpn11 inh inactive, Scp1 inh 8 and SUMO1-SIM PPI 0.
Screening O=C(NNC(=O)c1ccccc1F)c1ccc(-c2ccc(Cl)cc2)o1 returned LMPTP block 0.4, CSN inh 4, NadD inh -8, MsrA inhibitor 1.0, STEP block -2, TbMetRS inhib -0.3, DNMT1 inh 0, Rpn11 inh inactive, Scp1 inh -1 and SUMO1-SIM PPI -18.
`CCOc1ccccc1NC(=O)C(NCC1(N2CCCCC2)CCCCC1)c1ccccc1` (configuration not stated) gave LMPTP block -0.6, CSN inh 13, NadD inh -9, MsrA inhibitor 2.3, STEP block 2, TbMetRS inhib -0.7, DNMT1 inh 2, Rpn11 inh inactive, Scp1 inh 65* and SUMO1-SIM PPI 8.
`CC(=O)c1ccc(OCCOc2ccc([N+](=O)[O-])cc2)cc1` gave LMPTP block 0.0, CSN inh 3, NadD inh -9, MsrA inhibitor 1.5, STEP block 0, TbMetRS inhib 0.1, DNMT1 inh 2, Rpn11 inh inactive, Scp1 inh -10 and SUMO1-SIM PPI -20.
Cc1ccc(C(C#N)c2ccc(Cl)nn2)cc1 (configuration not stated) was read as LMPTP block -0.4, CSN inh 1, NadD inh -7, MsrA inhibitor 0.6, STEP block -2, TbMetRS inhib -1.8, DNMT1 inh 0, Rpn11 inh inactive, Scp1 inh 5 and SUMO1-SIM PPI -12.
`Cc1ccc(N2CC(C(=O)OCC(=O)C(C)(C)C)CC2=O)cc1C` (configuration not stated) gave LMPTP block 0.6, CSN inh 0, NadD inh -1, MsrA inhibitor 0.7, STEP block -1, TbMetRS inhib -0.4, DNMT1 inh 0, Rpn11 inh inactive, Scp1 inh -2 and SUMO1-SIM PPI 2.
`CCCC(C)NC(=O)/C=C/c1cccc([N+](=O)[O-])c1` (configuration not stated) gave LMPTP block -1.0, CSN inh 6, NadD inh 2, MsrA inhibitor 0.8, STEP block -2, TbMetRS inhib -0.5, DNMT1 inh -1, Rpn11 inh inactive, Scp1 inh -4 and SUMO1-SIM PPI -19.
For CC(C)C1(c2ccsc2)NC(=O)NC1=O (configuration not stated) the results were LMPTP block -1.3, CSN inh 0, NadD inh -1, MsrA inhibitor 0.4, STEP block 1, TbMetRS inhib -0.3, DNMT1 inh 25, Rpn11 inh inactive, Scp1 inh -5 and SUMO1-SIM PPI 2.
For CCC(Sc1nc2cc(OC)c(OC)cc2c(=O)n1CCc1ccc(S(N)(=O)=O)cc1)C(=O)NCCOC (configuration not stated) the results were LMPTP block -0.7, CSN inh 3, NadD inh 12, MsrA inhibitor 1.9, STEP block -1, TbMetRS inhib -0.7, DNMT1 inh -2, Rpn11 inh inactive, Scp1 inh 0 and SUMO1-SIM PPI 2.
`C/C(CC(=O)Nc1cccc(C(F)(F)F)c1)=N\NC(=O)c1cnccn1` gave LMPTP block -0.5, CSN inh -3, NadD inh 5, MsrA inhibitor 0.3, STEP block 0, TbMetRS inhib -0.4, DNMT1 inh -2, Rpn11 inh inactive, Scp1 inh -5 and SUMO1-SIM PPI -6.
For NS(=O)(=O)c1ccc(CCNC(=O)c2ccc(Cl)nc2)cc1 the results were LMPTP block -1.8, CSN inh 0, NadD inh -4, MsrA inhibitor 0.1, STEP block 1, TbMetRS inhib -0.1, DNMT1 inh 3, Rpn11 inh inactive, Scp1 inh 3 and SUMO1-SIM PPI 1.
O=C(CCn1c2c(c3ccccc31)CCCC2)NNC(=O)c1ccccc1Cl was read as LMPTP block 1.1, CSN inh -4, NadD inh -4, MsrA inhibitor 1.2, STEP block 2, TbMetRS inhib -0.3, DNMT1 inh -10, Rpn11 inh inactive, Scp1 inh 1 and SUMO1-SIM PPI 0.

Screening data (PubChem BioAssay)
